Source: PubChem (National Center for Advancing Translational Sciences (NCATS))
RXFP1 ag: RXFP1 (human) receptor agonism; Q9HBX9; HEK293T-RXFP1 cAMP TR-FRET, 30 min; response scale: percent of porcine relaxin response, buffer zero; Potency, µM (doses to about 57.5 µM), for the others: at the top dose activation, hits mostly activators; 370,000 compounds, 0.3% hits; also: % is scaled to controls: 0 for no effect and ±100 for the full control effect; nearly all actives have a fitted effect of over 60% in size; many of its hits are not listed in these tables
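Agonist response is measured as cAMP accumulation in an RXFP1-transfected HEK293T line under PDE4 inhibition. Values are scaled between buffer-only and 29 nM porcine relaxin, and EC50s come from standard Hill equation fits.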
rTrxR1 inhibitor: rat TrxR1 inhibition | O89049 | recombinant rTrxR1, NADPH fluorescence consumption, selenite substrate | Potency, µM (top dose mostly 114 µM), for the others: at the top dose activity change, negative = inhibition, hits mostly inhibitors | 390,000 compounds, 1% hits | AID 588453; also: % is scaled to controls: 0 for no effect and ±100 for the full control effect; nearly all actives have a fitted effect of over 65% in size
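Rat TrxR1 (90 nM in the dispensed reagent) was pre-reduced with 400 uM NADPH for 5 min at room temperature, then incubated with compound for 15 min. After 400 uM selenite was added, NADPH fluorescence (Ex 340/Em 450 nm) was followed for 8 min.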
Vif-A3F inh: inhibitors of Vif-A3F interaction; AID 602313; 390,000 compounds, 0.2% hits; HeLa A3F-eYFP + Vif (tagged APOBEC3F with the HIV-1 protein that degrades it), YFP fluorescence increase; Potency, µM (series often up to 46.1 µM), for inactives: at the top dose activity, negative = active; also: % of control where 0% means no effect; nearly all actives have a fitted effect of over 65% in size
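Fluorescence increase (Ex 488/Em 500-530) after overnight compound treatment at 37 deg C flags inhibition of Vif-driven A3F-eYFP loss in stable HeLa A3F-eYFP/Vif cells seeded overnight beforehand.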
TrxR1 substrate: is turned over as a substrate by rat TrxR1; O89049; purified TrxR1 substrate turnover, NADPH consumption readout; Potency, µM (doses to about 114 µM), for inactives: at the highest dose activity change, negative = substrate turnover; 390,000 compounds, 0.01% hits; AID 588456; also: % is scaled to controls: 0 for no effect and ±100 for the full control effect; nearly all actives have a fitted effect of over 50% in size
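Rat TrxR1, dispensed at 90 nM, was prereduced with 400 uM NADPH (final) for 5 min at ~22 deg C, then incubated with compound 15 min before 400 uM selenite. A first-read NADPH fluorescence drop versus no-compound background flagged substrates.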
Vif-APOBEC3G blk: Vif-A3G binding inhibition; Q9HC16; HeLa A3G-eYFP + Vif (tagged APOBEC3G with the HIV-1 protein that degrades it), YFP fluorescence, overnight; Potency, µM (top dose mostly 46.1 µM), for the others: at the highest dose activity, negative = active, usual class: inhibitors; 410,000 compounds, 0.076% hits;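 also: % is scaled to controls: 0 for no effect and ±100 for the full control effect; nearly all actives have a fitted effect of over 60% in size; hits raise eYFP signal because A3G escapes Vif-driven loss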
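HeLa cells stably expressing Vif and C-terminally eYFP-tagged A3G, seeded overnight at 37 deg C, then exposed to compound by pintool overnight at 37 deg C. Rise in yellow fluorescence (Ex 488/Em 500-530, Acumen) marks blocked Vif-driven A3G degradation.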
IDH1 R132H inh: blocks human mutant IDH1 R132H enzyme | O75874 | IDH1-R132H enzyme, NADPH consumption, diaphorase/resazurin fluorescence | Potency, µM (titrated, usually from 76.6 µM), for the others: at the highest dose activity change, negative = inhibition, usual class: inhibitors | 390,000 compounds, 0.093% hits | AID 602179; also: % is scaled to controls: 0 for no effect and ±100 for the full control effect; nearly all actives have a fitted effect of over 65% in size
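IDH1-R132H (0.5 ug/mL) preincubated 30 min with compound, then NADPH (0.016 mM) and alpha-KG (2 mM) added; 80 min at RT, pH 7.5. Remaining NADPH coupled via diaphorase/resazurin to fluorescence (540/590 nm); concentration-response curves normalized to no-enzyme control.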
USP1 inh: blocks the human USP1/UAF1 deubiquitinase complex; O94782; recombinant USP1/UAF1, Ub-Rhodamine cleavage fluorescence; Potency, µM (top dose mostly 57.1 µM), inactives show at the top dose activity change, negative = inhibition, actives largely listed as inhibitors; 390,000 compounds, 0.23% hits; also: % is scaled to controls: 0 for no effect and ±100 for the full control effect; nearly all actives have a fitted effect of over 60% in size; inactives centre near -12
Target sequence (O94782 whole entry, looked up): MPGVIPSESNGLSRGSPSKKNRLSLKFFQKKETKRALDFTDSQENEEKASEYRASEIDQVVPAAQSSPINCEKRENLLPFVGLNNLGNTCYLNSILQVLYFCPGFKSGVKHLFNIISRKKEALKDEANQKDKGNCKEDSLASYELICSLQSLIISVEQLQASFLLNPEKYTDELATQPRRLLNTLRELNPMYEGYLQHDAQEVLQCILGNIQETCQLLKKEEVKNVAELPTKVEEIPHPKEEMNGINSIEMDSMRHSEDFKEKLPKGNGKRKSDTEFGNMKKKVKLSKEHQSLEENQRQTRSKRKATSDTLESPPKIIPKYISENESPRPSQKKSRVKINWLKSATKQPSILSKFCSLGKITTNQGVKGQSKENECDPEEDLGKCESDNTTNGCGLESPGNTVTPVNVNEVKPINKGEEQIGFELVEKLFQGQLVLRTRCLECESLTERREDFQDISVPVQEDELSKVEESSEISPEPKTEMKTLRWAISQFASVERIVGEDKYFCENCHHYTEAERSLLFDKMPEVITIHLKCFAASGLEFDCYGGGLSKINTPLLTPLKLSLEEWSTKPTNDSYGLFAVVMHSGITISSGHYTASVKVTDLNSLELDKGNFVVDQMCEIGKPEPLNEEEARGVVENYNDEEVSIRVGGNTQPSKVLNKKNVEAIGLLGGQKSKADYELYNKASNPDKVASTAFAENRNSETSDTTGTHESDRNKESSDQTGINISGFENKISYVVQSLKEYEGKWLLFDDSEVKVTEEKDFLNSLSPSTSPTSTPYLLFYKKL
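USP1/UAF1 complex at 1 nM was preincubated with compound for 15 min at room temperature, then Ub-Rho substrate (150nM final) was added. Fluorescence (480/540 nm) was read kinetically, 6 reads every 60 seconds.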
RGS4 inh: human RGS4 inhibition | P49798 | Transcreener GDP fluorescence polarization, RGS4-accelerated GTP hydrolysis | Potency, µM (doses to about 114 µM), for inactives: at the top dose activity change, negative = inhibition, hits mostly inhibitors | 390,000 compounds, 0.039% hits | AID 504845; also: % is scaled to controls: 0 for no effect and ±100 for the full control effect; nearly all actives have a fitted effect of over 75% in size; some results filed as inactive show a strong effect at the top dose
Target sequence (P49798 whole entry, looked up): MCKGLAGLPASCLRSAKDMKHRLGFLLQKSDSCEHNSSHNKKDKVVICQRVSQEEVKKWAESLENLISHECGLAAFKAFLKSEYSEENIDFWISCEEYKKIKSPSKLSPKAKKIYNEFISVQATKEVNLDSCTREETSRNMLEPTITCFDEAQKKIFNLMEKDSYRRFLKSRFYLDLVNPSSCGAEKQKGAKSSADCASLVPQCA
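MLSMR compounds (23 nl, pin-transferred) preincubated 10 min at room temperature with a 500nM (2x) first reagent, then RGS4 at 900nM (2x) plus Transcreener GDP mix added; fluorescence polarization (620/688 nm) read before and after 90 min at 30 °C.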
12-LOX inh: inhibitors of human 12S-lipoxygenase ALOX12; P18054; purified 12hLO, xylenol orange hydroperoxide absorbance; Potency, µM (doses to about 108 µM), inactives show at the top dose activity change, negative = inhibition, hits mostly inhibitors; 580,000 compounds, 1.1% hits; also: % is scaled to controls: 0 for no effect and ±100 for the full control effect
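Purified human 12hLO (150 nM final) in 25 mM Hepes, 0.01% Triton X-100, pH 7.0 was preincubated 15 min at room temperature with compound. Then 40 uM arachidonic acid was added, 30 min. Hydroperoxide was read by Fe-XO absorbance ratio 573/405 nm.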
Active calls of the source: *; ? = inconclusive; . = not tested or not shown; [ ] = dose if it differs, or a comment. Calls follow the shape of the dose curve; as a rule, active = well fitted curve in the direction sought with a large enough effect; inconclusive = small, poorly fitted or top-dose-only effect, or another doubt; inactive = no such curve, though single readings can be large; an effect the other way counts as inactive or inconclusive. Potency is read from the fitted curve at half-maximal effect. The list is partial, so the mix of outcomes need not match the whole.

SMILES	RXFP1 ag	rTrxR1 inhibitor	Vif-A3F inh	TrxR1 substrate	Vif-APOBEC3G blk	IDH1 R132H inh	USP1 inh	RGS4 inh	12-LOX inh
O=C(CSc1nnc(-c2ccco2)o1)N1CCOCC1	-0.9%	6%[57.1 µM]	0%	-3%	0%	5%	-6%	-15%	-2%
COc1cc(C(=O)O/N=C2/C=CC(=O)C(C)=C2C)cc(OC)c1OC	0.2%	?	1%	8%[57.1 µM]	-4%	9%	-7%	-16%	0%
CCN(C(=O)CSc1nc2ccccc2nc1Cc1cccc(OC)c1)c1cccc(C)c1	?	16%[57.1 µM]	1%	4%[57.1 µM]	0%	15%	-9%	-11%	-7%
O=C(COC(=O)Cc1n[nH]c(=O)c2ccccc12)NNC(=O)c1ccc(Cl)cc1	0.0%	-5%	3%	-4%	-6%	3%	-15%	-19%	163%[activator]
COc1ccccc1CN1CC(C(=O)NCCN2CCOC2=O)CCC1=O (configuration not stated)	1.4%	-13%	-1%	-9%	0%	6%	-13%	-28%	175%[activator]
CCCCCOc1ccc(C(=O)NCC(=O)NCC(=O)OCC)cc1	1.1%	16%[57.1 µM]	1%	13%	?	1%	-14%	6%	23%
CSc1ccc(C2C3(C#N)C(N)=NC4(OCCO4)C23C#N)cc1 (configuration not stated)	3.4%	-4%	-3%	-8%	-1%	2%	5%	0%	?
C#CCOc1ccc2c(C)cc(=O)oc2c1	2.2%	9%	6%	63%[activator]	-2%	-5%	-30%	7%	-9%
COc1ccc(N(C)C(=O)c2nn(-c3ccc(C)cc3)c(=O)n(C)c2=O)c(OC)c1	-0.5%	17%[57.1 µM]	3%	3%[57.1 µM]	3%	-7%	-12%	-1%	-7%
CN(C)c1ccc(N/C=C/C(=O)C(C)(C)C)cc1	-9.7%	-11%[57.1 µM]	-6%	-6%	-1%	11%	-18%	?	?
Cc1ccccc1CSc1ccc(-c2ccc3c(c2)OCO3)nn1	-1.1%	-14%	-17%	-12%	-6%	9%	-17%	-24%	-19%
O=C(c1cc(Cl)ccc1Cl)N1CCc2ccccc21	0.9%	19%	4%	8%	-10%	3%	-25%	-45%[56.9 µM]	-22%
CC(C)(C)NC(=O)C(OC(=O)Cn1nnc(-c2ccc(F)cc2)n1)c1ccncc1 (configuration not stated)	1.5%	-1%	6%	-1%	0%	-3%	-20%	-14%	-14%
COC(=O)c1c(-c2ccc(Cl)cc2)noc1N1CCN(c2cccc(OC)c2)CC1	-1.3%	35%[57.1 µM]	-5%	1%[57.1 µM]	-14%	1%	?	26%	-13%
CCOc1ccccc1-n1c(=O)c2ccccc2c2ccccc2c1=O	6.5%	-2%	-16%	-5%	-3%	0%	?	-1%	16%
COc1ccc(/C=N/NC(=O)c2nc(-c3ccccc3)n(-c3ccccc3)n2)cc1OC	-1.4%	-4%	6%	-1%	0%	-1%	-19%	-34%	7%
O=C(O)C1CCC(c2ccc(-c3ccccc3)cc2)CC1 (configuration not stated)	-0.8%	5%	0%	-2%	0%	-3%	8%	-14%	0%
CC(C)c1ccc(NC(=O)Cn2ncc3ccccc32)cc1	1.0%	-18%	2%	-12%	2%	0%	-8%	9%	19%
CCCCCCn1c(N2CCCC2)nc2c1c(=O)n(C)c(=O)n2C	0.3%	14%[57.1 µM]	-1%	6%[57.1 µM]	1%	5%	-18%	-3%	3%
CCOC(=O)CSc1cc(C)nc(N)n1	1.7%	-1%[57.1 µM]	13%	6%[57.1 µM]	1%	4%	-4%	6%	0%

Arranged by the number under 12-LOX inh (ascending): 3 of the compounds above.
| mol | RXFP1 ag | rTrxR1 inhibitor | TrxR1 substrate | USP1 inh | RGS4 inh | 12-LOX inh |
| --- | --- | --- | --- | --- | --- | --- |
| O=C(c1cc(Cl)ccc1Cl)N1CCc2ccccc21 | 0.9% | 19% | 8% | -25% | -45%[56.9 µM] | -22% |
| CC(C)c1ccc(NC(=O)Cn2ncc3ccccc32)cc1 | 1.0% | -18% | -12% | -8% | 9% | 19% |
| CCCCCOc1ccc(C(=O)NCC(=O)NCC(=O)OCC)cc1 | 1.1% | 16%[57.1 µM] | 13% | -14% | 6% | 23% |

Next section
SMILES	RXFP1 ag	rTrxR1 inhibitor	Vif-A3F inh	TrxR1 substrate	Vif-APOBEC3G blk	IDH1 R132H inh	USP1 inh	RGS4 inh	12-LOX inh
COc1ccccc1C(=O)NCC(c1cccs1)N1CCc2ccccc21 (configuration not stated)	0.7%	5%	-21%	2%	0%	3%	-12%	9%	-6%
COc1ccccc1CN(C)C(=O)c1ccccc1SCC(=O)N1CCCC1	1.6%	1%	-9%	1%	0%	2%	-17%	16%	24%
COc1ccc(-c2cc(C(=O)Nc3ccccc3O)c3ccccc3n2)cc1OC	4.5%	-6%[57.1 µM]	?	-8%[57.1 µM]	0%	1%	-16%	4%	-10%
Cc1[nH]ccc(=O)c1OCc1ccc(Cl)cc1	1.1%	-1%[57.1 µM]	-5%	-3%[57.1 µM]	2%	-9%	-4%	-7%	59%[activator]
Cc1ncn(C23CC4CC(CC(C4)C2)C3)n1	0.4%	-4%	-3%	-2%	3%	2%	-14%	-10%	-21%
NS(=O)(=O)c1ccc(NC(=O)CN2C(=O)COc3ccc(Cl)cc32)cc1	4.0%	28%	-2%	9%	-2%	-3%	-3%	-18%	45µM*
CCNC(=O)COC(=O)C1C(C(=O)OCC)=C(C)NC(C)=C1C(=O)OCC	1.0%	-5%	.	8%	-4%	-10%	-16%	-31%	0%
Cc1cccc(N=Cc2ccccc2O)c1C	.	.	2%	.	0%	9%	-18%	.	20%
CCCCCCSc1ccc([C@@H]2[C@H]3C(=O)N(CC)C(=O)[C@H]3[C@]3(C(=O)OC)CCCCN23)cc1	.	-12%	-9%	-6%	-6%	1%	-13%	18%	45%[activator]
Cc1[nH]c2ccccc2c1/C=N/NC(=O)c1cc(-c2ccccc2)n[nH]1	-2.4%	11%[57.1 µM]	6%	2%[57.1 µM]	-13%	3%	-23%	-23%	6%
COCCn1c(C)cc(C(=O)COC(=O)c2ccc3ncsc3c2)c1C	2.1%	-4%	7%	-9%	-4%	7%	-16%	-77%[11.4 µM]	0%
CCOC(=O)C1=C(N)n2c(s/c(=C/c3ccco3)c2=O)=C(C(=O)OC)C1c1ccco1 (configuration not stated)	2.0%	?	-8%	3%	?	2%	-8%	-49%	?
O=C(Nc1ccccc1NC(=O)NC1CCCCC1)NC1CCCCC1	-0.5%	-4%	-20%	6%	3%	-5%	4%	2%	-19%
O=c1[nH]c2c(c(=O)[nH]1)CCC2	0.0%	0%	-2%	0%	-3%	8%	-21%	-22%	5%
COC(=O)c1ccc(CN2CCC(CO)(Cc3cccc(OC)c3)CC2)cc1	1.5%	1%	2%	3%	-1%	10%	-12%	-13%	-5%
COc1cc(C(=O)ON=C2C3CC4CC(C3)CC2C4)cc(OC)c1OC	3.3%	23%	0%	-3%	-17%	14%	-9%	19%	0%
COc1ccc(CNC(=O)CCc2c(C)nc3cc(-c4ccc(OC)cc4OC)nn3c2C)cc1	-1.0%	-1%	-9%	31%[activator]	1%	-5%	-16%	11%	-19%
COc1ccccc1CCNC(=O)Cc1cccs1	6.3%	2%	8%	-1%	0%	-3%	5%	15%	-13%
CCOc1ccc(CC(=O)Nc2c(C(=O)Nc3ccccc3)oc3ccccc23)cc1OCC	7.7%	11%	-6%	54%[activator]	0%	-9%	-7%	19%	12%
COC(=O)c1ccc(/C=C2\N=C(SC)SC2=O)cc1	-0.3%	-13%	-1%	-2%	-4%	3%	-9%	-26%	-12%
CCc1ccc(OCC(=O)Nc2ccncc2)cc1	0.4%	23%	-12%	5%	4%	-9%	-22%	0%	-4%
Cc1ccc(C(=O)NC2CCS(=O)(=O)C2)cc1S(=O)(=O)N1CCCCCC1 (configuration not stated)	0.2%	30%[57.1 µM]	3%	-13%[57.1 µM]	1%	9%	-19%	-21%	4%
CN1OC[C@@H]2CN(Cc3ccc(Cl)cc3)[C@H](c3cccc(Br)c3)C[C@@H]21	.	5%	-1%	-2%	-2%	14%	-23%	3%	-23%
Cc1cccc(N=C(N2CCOCC2)P(=O)(N2CCOCC2)N2CCOCC2)c1	0.4%	7%	2%	6%	4%	1%	-10%	11%	7%
CN(C)S(=O)(=O)c1cc(NC(=O)COC(=O)Cc2cccc3ccccc23)ccc1Cl	-0.6%	-10%[57.1 µM]	9%	-5%[57.1 µM]	1%	-2%	-11%	-9%	-14%
Cc1ccc(S(=O)(=O)N(CC(=O)N2CCC(C(N)=O)CC2)c2cccc(C(F)(F)F)c2)cc1	-1.1%	-2%	12%	-7%	-8%	12%	-14%	-12%	?
CCCCN(C(=O)Cn1nnc2ccccc21)C(C(=O)NCCOC)c1cccs1 (configuration not stated)	-0.1%	-11%	.	0%	-1%	8%	-10%	6%	1%
COCCCNC(=O)CNC(=O)c1nn(-c2ccc(OC)c(Cl)c2)c(=O)c2ccccc12	-0.1%	-5%	-11%	-4%	-1%	3%	-12%	0%	-26%
CSc1nc2ccccc2cc1/C=C(\C#N)c1cccc(Cl)c1	3.5%	15%[57.1 µM]	-10%	10%[57.1 µM]	?	2%	-16%	17%	?
